From PubChem
NCI-60 one-dose screen, 48 h, at 10 µM unless noted. Numbers give growth in % (100 = growth as untreated, 0 = no growth, -100 = all killed).
MDA-MB-468: MDA-MB-468 breast cancer | hit rate 8.5% among 78,000 | AID 2202374
T-47D: T-47D breast cancer. hit rate 5% among 79,000
MOLT-4: MOLT-4 leukemia cells | hit rate 6.9% among 80,000
MDA-MB-231: MDA-MB-231 breast cancer | hit rate 5% among 81,000
MCF7: MCF7 breast cancer; hit rate 6.3% among 82,000; AID 1794796
BT-549: BT-549 breast cancer. hit rate 4.4% among 78,000
SR: SR leukemia cells; AID 1794780; hit rate 8.7% among 73,000
K-562: K-562 leukemia. hit rate 7.4% among 78,000. AID 1794777
* marks the source's active call; other numbers are inactive results; / = no result given; [ ] = remark or other dose. How the source made its calls: active means growth percent below 10; inactive means the rest. Not a hit list. About 13% of those tested had a hit in this group.

SMILES	MDA-MB-468	T-47D	MOLT-4	MDA-MB-231	MCF7	BT-549	SR	K-562
Cn1c(=O)c2c(c3ccccc31)OC(C)(C)C=C2	98	105	106	94	97	112	104	103
COC(=O)[C@@H](C)CNS(=O)(=O)N(c1cc(C(F)(F)F)cc(C(F)(F)F)c1)C1CCN(Cc2ccc(F)cc2)CC1	24	31	58	71	49	90	27	/
CCOC(=O)C1[C@@H]2C(=O)N(c3ccc(C)cc3)C(=O)[C@@H]2[C@H](c2cn(-c3ccccc3)nc2C)N1Cc1ccccc1 (stereo partly drawn)	101	103	91	112	98	103	92	116
CN(C)CCCOc1c2ccccc2nc2c1oc1ccc(Cl)cc12	-3.7*	31	-1.5*	7.9*	-17*	19	-27*	-14*
COC(=O)n1c(C)nn(-c2cc(N(S(=O)OC)S(=O)OC)c(Cl)cc2Cl)c1=O (stereo not drawn)	/	99	/	132	111	/	/	108
O=C(N=Nc1c(O)[nH]c2ccc(Br)cc12)c1cc(-c2ccccc2)on1	109	101	100	100	93	104	/	109
FC(F)(F)c1ccc(-c2nc(-c3nc4cc(Cl)c(Cl)cc4[nH]3)c3ccccn23)cc1	42	62	63	30	48	88	84	80
O=Nc1ccc(NC(=O)Nc2ccc([N+](=O)[O-])cc2)cc1	96	79	89	87	94	98	81	59
CCOC(=O)c1ccc(NCC(=O)Nc2ccccn2)cc1	101	110	108	94	98	110	99	100
COc1c(O[C@@H]2OC(CO)[C@H](O)[C@H](O)C2O)cc2oc3cc(O)c(CC=C(C)C)c(O)c3c(=O)c2c1CC=C(C)C (stereo partly drawn)	100	71	62	69	93	102	102	69
NNC(=O)c1ccccc1N	95	103	112	113	101	121	156	118
O=C(c1c[nH]c2ccccc12)c1n[nH]c(=S)n1-c1cccc(Cl)c1	102	83	103	96	85	112	96	88
Cn1c(=O)c2[nH]c(COc3ccccc3)nc2n(C)c1=O	117	102	111	100	101	106	105	106
Cn1c2c(c3c(Cl)cccc31)-n1cccc1C2=O	107	103	83	98	93	98	94	122
O=c1oc2ccc(Cl)cc2c(=O)n1-c1ccc(Cl)cc1F	2.0*	-12*	-25*	-17*	0.7*	/	/	4.6*
Fc1ccc2c(c1)nc(-c1nnc(-c3cnccn3)o1)c1cccn12	98	98	102	89	85	105	87	103
CCOC(=O)c1cc(C)nnc1C(=O)OCC	97	104	101	122	101	105	93	100
O=C(CCN1CCOCC1)Nc1cccc(-n2cc(-c3ccncc3)c(-c3ccc(Cl)c(O)c3)n2)c1	25	38	29	55	11	12	17	20
CCCCCc1c(C)[nH]c(/C=C2\N=C(c3ccc[nH]3)C=C2Oc2ccc(OC)cc2)c1C	-55*[100 µM]	-49*[100 µM]	-34*[100 µM]	-71*[100 µM]	-100*[100 µM]	-92*[100 µM]	-9.1*[100 µM]	-15*[100 µM]
CSc1nccc(-c2c(-c3ccc(F)c(OCc4ccccc4)c3)nc3sccn23)n1	24	66	40	76	78	143	81	81
NC(=O)c1c(Nc2ccccc2)nn2cc(-c3nc4ccccc4s3)c(N)nc12	101	/	93	85	81	102	83	93
CCN(CC)Cc1cccc(C(=O)OC)c1	97	88	/	100	91	93	95	110
O=C(/C=C/c1ccc(Cl)cc1)c1ccc(NC(=O)N2CCN(c3cc4c(cc3F)c(=O)c(C(=O)O)cn4C3CC3)CC2)cc1	97	76	92	93	23	52	22	65
CSc1nc(N)c(CNCc2ccccc2)c(=O)n1C	91	96	115	96	93	/	222	141
CCc1nn2c(-c3ccc4c(c3)OCO4)c(-c3cc(OC)c(OC)c(OC)c3)nc2s1	75	81	78	74	67	101	68	116
CCCC/C(=C\c1ccccc1)C(=O)O	109	95	103	116	99	107	96	106
Nc1c(S(=O)(=O)O)[nH]c(=O)[nH]c1=O	/	91	99	130	100	96	105	76
CCCCOc1ccc(C(C)(C)c2ccc(OCCCC)cc2)cc1	132	90	100	111	104	106	93	/
CC(=O)OCC1OC(OC(C)=O)C(NC(=O)NS(=O)(=O)c2ccc(C)cc2)C(OC(C)=O)C1OC(C)=O (stereo not drawn)	99	105	103	110	98	112	100	104
COc1cc(OC)c(-c2ncc(-c3ccc(Cl)cc3)[nH]2)c(OC)c1	94	100	76	111	74	98	84	56
CCOC(=O)c1ccc(NC(=O)CSC(CC(=O)c2sc(Nc3ccccn3)nc2C)c2ccccc2F)cc1 (stereo not drawn)	3.8*	13	12	11	-17*	-9.9*	4.3*	5.8*
CN1CCN(C(=O)Oc2cc3c(c4ccccc24)[C@H](CCl)CN3C(=O)c2cc3cc(OCCCN4CCC4)ccc3[nH]2)[C@@H]2CSSC[C@H]21	-72*	-5.4*	-9.2*	-9.5*	-63*	-50*	5.9*	-4.5*
CC(C)CC1C(C)(c2ccccc2)CC1(C)c1ccccc1 (stereo not drawn)	102	/	112	109	91	/	94	110
Nc1cc(C(=O)O)cc(C(=O)O)c1	112	97	90	102	100	107	75	97
NC(=O)c1c(NC(=O)COC(=O)Cc2ccccc2F)sc2c1CCC2	112	89	87	101	89	106	125	139
CC1(C)CC[C@]23CC[C@]4(C)[C@H](CC[C@@H]5[C@@]6(C)CCNCC(C)(C)[C@@H]6CC[C@]54C)[C@H]2[C@H]1OC3	65	78	59	97	92	94	4.3*	17
CCCCC(C(O)c1ccc(C(C)(C)C)cc1)N(CC)CC (stereo not drawn)	87	70	94	101	86	90	75	81
C=CC[C@]1(C#N)CC2C=CC1C2 (stereo partly drawn)	/	89	102	95	91	109	106	104
Cc1noc(NS(=O)(=O)c2ccc(NC(=O)c3cc4c(o3)CCC=C4)cc2)c1C	111	94	86	109	104	100	/	95
COc1ccc(-c2nnc3c4cc[nH]c4ncn23)cc1OC	111	93	97	92	94	95	94	97

By substructure, the compounds so far containing an aryl thioether with sulfur outside any ring (two)
SMILES	MDA-MB-468	T-47D	MOLT-4	MDA-MB-231	MCF7	BT-549	SR	K-562
CSc1nccc(-c2c(-c3ccc(F)c(OCc4ccccc4)c3)nc3sccn23)n1	24	66	40	76	78	143	81	81
CSc1nc(N)c(CNCc2ccccc2)c(=O)n1C	91	96	115	96	93	/	222	141

Other records follow.
SMILES	MDA-MB-468	T-47D	MOLT-4	MDA-MB-231	MCF7	BT-549	SR	K-562
CC(=O)[C@H]1CC=C2[C@@H]3CCC4=CC(=O)C[C@]4(C)[C@H]3CC[C@@]21C	106	90	96	106	94	101	82	97
CCSc1nnc(NC(=O)c2nnn(-c3ccccc3)c2-c2ccco2)s1	107	97	101	98	79	90	103	81
COC(=O)C(C)[C@H]1CC[C@@H]2[C@]1(C)CC=C1[C@]23C=C[C@]2(C[C@@H](OC(C)=O)CC[C@]12C)C(C(=O)OC)C3C(=O)OC (stereo partly drawn)	94	78	47	90	84	101	56	49
COC1=CC(=O)C[C@@H](C)[C@]12Oc1c(Cl)c(OC)cc(OC)c1C2=O	77	105	/	84	85	78	/	33
Nc1ccccc1C#C/C=C\C#Cc1cccc(O)c1	/	55	27	40	36	45	13	31
C=C(c1ccc(OC)c(N)c1)c1cc(C)nc2ccccc12	-16*	63	12	10	9.0*	65	/	11
COc1cccc2c1CCCC2	112	99	86	92	101	84	/	87
Cc1ccc(-n2c(/C=C3\C(=O)Nc4ccccc43)ccc2CO)cc1	45	77	44	64	34	67	47	19
Cc1c([N+](=O)[O-])cc(I)c(N)c1I	92	94	85	85	88	/	86	95
O=S1(=O)CSCS(=O)(=O)C1	110	100	76	105	93	108	73	/
COc1ccc(CC(C)=C(c2ccc(OCCN(C)C)cc2)c2ccc(OCCN(C)C)cc2)cc1	68	84	65	39	70	78	-13*	-28*
Cc1ccc(C(=O)Nn2c(COc3ccccc3)nc3ccccc3c2=O)cc1	98	99	107	93	103	116	/	95
Cc1ccc(C)c(CN(C)C)c1O	98	120	124	109	102	99	118	119
COC(=O)C1=Nc2cc(OC)cc(OC)c2/C1=C\c1sc(=S)n(C(Cc2ccccc2)C(=O)O)c1O (stereo not drawn)	116	90	105	95	86	114	112	91
Cc1ccc(C(=O)CCCC(=O)c2ccc(C)cc2C)c(C)c1	105	113	96	109	/	/	94	98
COc1ccc(-n2cc(-c3ccc(Cl)c(Cl)c3)[nH]c2=O)cc1OC	/	92	144	85	85	94	40	80
CC1CC(NC(=S)N(C)C)CC(C)(C)C1 (stereo not drawn)	118	92	98	105	91	110	103	107
Cc1c(-c2csc(N/N=C/c3cccc(Br)c3)n2)nnn1-c1ccc([N+](=O)[O-])cc1	98	97	94	105	109	88	95	92
CC(=O)OCCCC(CCC(C)OC(C)=O)OC(C)=O (stereo not drawn)	103	96	100	100	105	97	100	100
CCN(CC)C(=S)Sc1cc2c(cc1Cl)C(=O)c1ccccc1C2=O	66	68	94	85	65	107	73	69
NC(Cc1csc2ccccc12)C(=O)O (stereo not drawn)	91	85	99	89	89	/	84	79
c1ccc(-c2nc3sccn3c2CCCN2CCOCC2)cc1	98	/	88	106	96	91	/	88
OC(CN1CCOCC1)c1ccccc1 (stereo not drawn)	77	100	68	112	93	106	96	99
COc1ccc(-c2nc3sccn3c2-c2ccnc(NCCCNS(=O)(=O)c3ccc(C)cc3)n2)cc1	38	-6.3*	25	24	34	42	33	20
CC1CCCN1C1=Nn2c(nnc2-c2cc(C(F)(F)F)cc(C(F)(F)F)c2)SC1 (stereo not drawn)	64	50	55	100	78	/	/	66
C=CCSc1nc(N)nc2nc[nH]c12	109	107	93	93	101	99	84	95
Cc1cc(C)n(-c2nc(-c3ccc(Cl)cc3)c(C#N)c(N3CCOCC3)n2)n1	92	78	87	71	84	70	/	94
COc1cc(NC(=O)OCc2ccccc2)c2ncccc2c1	88	106	94	97	85	94	85	81
O=C1N(C2CCCCC2)C(=O)N1C1CCCCC1	/	44	16	64	43	34	47	55
Nc1nc(N)c2c(n1)NC(c1ccc(F)cc1)CC(c1cccc(Nc3ccncc3)c1)=N2 (stereo not drawn)	74	87	62	80	78	111	74	42
O=C(O)C(c1ccccc1)S(=O)(=O)C(C(=O)O)c1ccccc1 (stereo not drawn)	108	95	103	107	91	106	97	110
Cc1cc(-c2nnc(/C=C/c3ccc4c(c3)OCO4)o2)n[nH]1	54	61	70	54	32	35	19	24
COc1cc(/C=C2\CN(S(=O)(=O)c3ccccc3)C/C(=C\c3cc(CN4CCCCC4)c(O)c(OC)c3)C2=O)cc(CN2CCCCC2)c1O	53	89	-21*	-68*	-52*	-40*	-19*	-9.6*
CCCCn1c(C(=O)c2c[nH]c3ccccc23)n[nH]c1=S	109	78	103	96	73	114	92	76
O=[N+]([O-])c1ccc(OCCO)cc1	120	101	/	114	94	109	139	79
C#CCn1cc(C(=O)c2cc(C)c(C)cc2O)cc(-c2ccc(OC)cc2)c1=O	93	86	94	103	97	108	107	87
COc1ccc(CCN2CC=Cn3c2nc2ccccc2c3=O)cc1	-0.7*	75	19	19	19	17	22	11
NC1=Nc2cc(OCCCCN3Cc4ccccc4C3)c(OCC3CC3)cc2C12CCCC2	8.0*	-47*	30	19	11	82	11	2.5*
Cc1ccc(C)c2c1sc1nn(CN3CCCC3)c(=O)c(=O)n12	66	64	76	65	78	107	79	88
CC(C)C[C@@H](N)C(=O)N[S@@](=O)c1scc(F)c1F	92	92	92	104	82	133	87	74

Among those listed so far, these have a furan ring, fused or not:
SMILES	MDA-MB-468	T-47D	MOLT-4	MDA-MB-231	MCF7	BT-549	SR	K-562
CN(C)CCCOc1c2ccccc2nc2c1oc1ccc(Cl)cc12	-3.7*	31	-1.5*	7.9*	-17*	19	-27*	-14*
Cc1noc(NS(=O)(=O)c2ccc(NC(=O)c3cc4c(o3)CCC=C4)cc2)c1C	111	94	86	109	104	100	/	95
CCSc1nnc(NC(=O)c2nnn(-c3ccccc3)c2-c2ccco2)s1	107	97	101	98	79	90	103	81

Additional entries
SMILES	MDA-MB-468	T-47D	MOLT-4	MDA-MB-231	MCF7	BT-549	SR	K-562
O=C(NCCNc1nccc(-c2c(-c3cccc(O)c3)nc3sccn23)n1)c1ccccc1	55	59	67	80	38	61	68	63
COc1cc(C(=O)c2c(-c3ccccc3)oc3c(OC)cccc23)cc(OC)c1O	4.0*	44	19	17	14	12	11	13
Nc1nc(Cl)c(C=O)c(Cl)n1	96	97	104	/	87	111	98	102
COc1ccc(-c2nc(SCC(C)C)nc(N/N=C\c3cccc([N+](=O)[O-])c3)c2C#N)cc1	58	64	75	30	62	64	44	57
CN1CCCC(c2ccccc2)C1c1ccccc1 (stereo not drawn)	105	87	89	117	97	107	84	95
CCCCCCCCCCCCCCCCNC(=O)Nc1ccc(C)cc1	109	113	92	/	108	108	86	103
CCCCCC#CC(=O)O	108	85	101	110	95	64	98	103
N[C@@H](CSSC[C@H](N)C(=O)Nc1ccc(OCC2CCCC2)cc1)C(=O)Nc1ccc(OCC2CCCC2)cc1	-93*	-69*	/	-97*	-73*	-63*	/	/
NS(=O)(=O)c1ccc(NC(=O)CNNc2nc3ccccc3c(=O)n2-c2ccccc2)cc1	98	98	106	85	97	86	109	105
CC(=O)C(C)(c1ccc(Cl)cc1)c1ccc(Cl)cc1	95	/	/	124	102	102	/	/
C/C(=N\NC(=S)N1CC2CCC(CC2)C1)c1ccccn1	-15*	17	3.9*	16	13	30	-10*	3.3*

Copied from the list.
Reading of CC(=O)C(C)(c1ccc(Cl)cc1)c1ccc(Cl)cc1 under BT-549: 102
Reading of C/C(=N\NC(=S)N1CC2CCC(CC2)C1)c1ccccn1 under MDA-MB-468: -15*
Reading of NS(=O)(=O)c1ccc(NC(=O)CNNc2nc3ccccc3c(=O)n2-c2ccccc2)cc1 under K-562: 105
Reading of N[C@@H](CSSC[C@H](N)C(=O)Nc1ccc(OCC2CCCC2)cc1)C(=O)Nc1ccc(OCC2CCCC2)cc1 under MCF7: -73*
Reading of Nc1nc(Cl)c(C=O)c(Cl)n1 under T-47D: 97
Reading of CCCCCCCCCCCCCCCCNC(=O)Nc1ccc(C)cc1 under MCF7: 108
